# AHR activator: AHR activators, primary screen, cell-based, luminescence, luciferase reporter, human; AHR-responsive luciferase reporter cells; activation, % at 5 µM; 320,000 tested, 2.5% active; in the data active = activation above about 47%;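 note: 0% = vehicle wells and 100% = reference agonist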
# AGP1 TOR yeast: modulators of AGP1-GFP expression in yeast TOR pathway, primary screen, cell-based, multiplex flow cytometry, S. cerevisiae, MLPCN library. 320,000 tested, 0.02% active. AID 2066, 2009. GFP response vs DMSO, % at 10 µM. 3 h; GFP as percent of DMSO wells;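 active = GFP response relative to DMSO above a set limit, near screen average plus 3 SD, cut at about 150% in these data; inconclusive = fewer than 70 cells counted for the yeast strain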;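 note: median GFP channel fluorescence of the gated AGP1 strain per well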
# MEP2 TOR yeast: modulators of MEP2-GFP levels in yeast, primary screen, S. cerevisiae, multiplex flow cytometry, MLPCN library. S. cerevisiae MEP2-GFP strain, 3 h; 100% = DMSO control level. GFP response vs DMSO, % at 10 µM. 330,000 tested, 0.51% active. AID 2016, 2009;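 active = GFP response versus DMSO above a set limit, roughly screen mean plus 3 SD, cut at about 180% in these data; inconclusive = fewer than 70 cells counted for a yeast strain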;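 note: median GFP fluorescence of the barcode-gated MEP2-GFP cells per well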
# proCasp3 act: activators of human procaspase-3 D3A mutant, primary screen, biochemical, absorbance, PC-3 D3A mutant, single concentration; recombinant procaspase-3 D3A, Ac-DEVD-pNA absorbance 405 nm; activation, % at 8.5 µM; 330,000 tested, 0.11% active; AID 463141, 2010;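 active = activation above the mean of all tested compounds plus 3 SD, cut at about 21% in these data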;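 note: 0% = DMSO alone and 100% = DMSO wells spiked with extra 5 µM PC-3 D3A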
# Target sequence (P42574 whole entry D9A/D28A/D175A): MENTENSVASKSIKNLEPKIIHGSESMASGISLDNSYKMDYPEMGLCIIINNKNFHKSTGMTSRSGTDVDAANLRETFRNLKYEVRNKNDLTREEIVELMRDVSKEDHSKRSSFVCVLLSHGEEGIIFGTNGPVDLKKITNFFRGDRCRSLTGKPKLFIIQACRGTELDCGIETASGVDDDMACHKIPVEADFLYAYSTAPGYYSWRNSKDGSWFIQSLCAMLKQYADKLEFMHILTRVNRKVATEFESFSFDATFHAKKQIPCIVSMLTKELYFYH
#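 Assay system: Procaspase-3 D3A mutant, all three cleavage aspartates alanine. Buffer or medium: Zinc-free HEPES saline buffer with Triton X-100. Times: 1 h compound preincubation, 2 h substrate hydrolysis at 25 °C. Measured by: 405 nm absorbance of p-nitroaniline, reads at 0 and 120 min. Read-out basis: percent activation relative to control range. Replicates: singlicate.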
# CIT2-GFP yeast: modulators of CIT2-GFP expression in yeast, primary screen, S. cerevisiae, GFP fusion, multiplex flow cytometry, MLPCN library; S. cerevisiae CIT2-GFP strain, 3 h; 100 means same as DMSO wells; GFP response vs DMSO, % at 10 µM; 320,000 tested, 0.065% active;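 active = GFP response relative to DMSO above a set limit, near the screen mean plus 3 SD, cut at about 150% in these data; inconclusive = Fewer than 70 cells measured for a yeast strain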;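 note: ratio of well median GFP fluorescence to mean of DMSO wells on the plate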
# proCasp7 act: procaspase-7 activators, primary screen, counter-screen for procaspase-3 activator project, biochemical, absorbance, HTS, human | recombinant procaspase-7, Ac-DEVD-pNA absorbance 405 nm; D23A/D198A/D206A triple mutant, cannot self-cleave; scale: DMSO 0, 5 µM enzyme 100 | activation, % at 8.5 µM | 330,000 tested, 0.093% active;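 active = percent activation above the screen-wide mean plus 3 SD, cut at about 25% in these data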
# Target sequence (P55210 whole entry D23A/D198A/D206A): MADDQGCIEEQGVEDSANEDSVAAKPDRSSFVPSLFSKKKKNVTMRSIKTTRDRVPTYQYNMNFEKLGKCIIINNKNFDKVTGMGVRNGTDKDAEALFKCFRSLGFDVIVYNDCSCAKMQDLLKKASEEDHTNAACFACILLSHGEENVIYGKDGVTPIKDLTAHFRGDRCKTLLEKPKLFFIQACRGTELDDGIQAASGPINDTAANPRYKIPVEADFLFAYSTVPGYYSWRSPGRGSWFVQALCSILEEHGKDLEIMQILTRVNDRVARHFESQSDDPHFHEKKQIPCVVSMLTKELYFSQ
#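 Detection: p-Nitroaniline absorbance at 405 nm, read at 0 and 120 min; system: Uncleavable procaspase-7 mutant enzyme; evaluation: % activation from two-timepoint absorbance difference, scaled to controls; times: 1 h enzyme–compound preincubation and 2 h substrate reaction, both 25 °C; buffer or medium: Zinc-free HEPES pH 7.4 with 300 mM NaCl, 0.01% Triton X-100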
# RPL19A TOR yeast: RPL19A-GFP expression modulators in yeast, primary screen, cell-based, S. cerevisiae, multiplex flow cytometry, MLPCN; S. cerevisiae RPL19A-GFP strain, 3 h; hits give low values; percent response vs DMSO, % at 10 µM; 330,000 tested, 0.3% active;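 active = percent response vs DMSO below 50%; inconclusive = fewer than 70 events counted for the yeast strain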;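 note: median channel GFP fluorescence of the barcoded RPL19A-GFP strain; ratio of sample median GFP to plate DMSO average so 100% = DMSO; lower means less RPL19A-GFP as with rapamycin TOR inhibition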
# LAP4-GFP MLPCN: modulators of LAP4-GFP expression in yeast, primary screen, S. cerevisiae, multiplex flow cytometry, MLPCN library | 3 h; median GFP as percent of DMSO wells | AID 2023, 2009 | GFP response vs DMSO, % at 10 µM | 320,000 tested, 0.34% active;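 active = GFP response vs DMSO above a set limit, about the screen mean plus 3 SD, cut at about 150% in these data; inconclusive = under 70 cell events counted for the yeast strain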
# An asterisk follows results filed as active; ? = inconclusive; nt = not tested or not shown; [ ] = remark or other dose.
SMILES,AHR activator,AGP1 TOR yeast,MEP2 TOR yeast,proCasp3 act,CIT2-GFP yeast,proCasp7 act,RPL19A TOR yeast,LAP4-GFP MLPCN
COc1cc(OC)c(OC)cc1/C=C1\CCC(C2CCCC2)C1=O (stereo unspecified),55*,95,94,-5,95,-4,94,95
CCOC(=O)N1CCN(C(=O)c2cnsn2)CC1,1,99,97,-11,94,-15,98,86
Cc1cc(=O)[nH]c(SCc2ccccc2)n1,4,94,107,7,104,0,107,95
O=C(Nc1ccc([N+](=O)[O-])cc1)Nc1ccc2c(c1)OCCO2,5,99,101,5,102,6,96,97
Cc1ccccc1NC(=O)Cn1nc(C)c2ccccc2c1=O,4,100,102,3,101,-2,99,100
COC(=O)/C=C/C(=O)N1CCN(c2ccccc2C)CC1,0,100,102,-8,94,3,101,105
NC(=O)c1ccsc1NC(=O)C1CCN(S(=O)(=O)c2cccs2)CC1,-3,107,94,-4,90,9,96,107
CCOC(=O)N1CCN(Cc2nc3cc(NC(=O)c4ccco4)ccc3n2CC)CC1,5,96,94,-4,nt,-6,104,73
Cc1ccccc1C(=O)Nc1ccc(Br)cn1,0,94,109,3,97,-3,97,98
CCOC(=O)N1CCN(C(=O)C2CCN(S(=O)(=O)c3ccc(Br)s3)CC2)CC1,7,111,107,7,108,-14,105,110
C=CCNC(=O)c1ccccc1CCc1ccccc1,-1,100,118,1,106,10,101,119
O=C1NC(=Nc2ccccc2)S/C1=C/c1cccnc1,5,97,91,6,94,8,97,102
CCOc1ccccc1NC(=O)CN(c1ccc(OC)cc1)S(=O)(=O)c1c(C)noc1C,8,104,103,8,92,-4,94,80
Cc1ccc(OCc2ccc(C(=O)NCc3cccnc3)cc2)cc1C,-1,99,104,-3,97,-10,107,106
COc1ccc(C(CNC(=O)CCNS(=O)(=O)c2ccc(C)cc2)N2CCOCC2)cc1 (stereo unspecified),-3,108,101,-2,102,2,100,101
O=C(Nc1nnc(-c2ccc3c(c2)OCCO3)o1)C1CCCCC1,7,102,100,5,98,2,97,102
O=C(Nc1ccccc1N1CCOCC1)c1ccccc1NS(=O)(=O)c1ccc(F)cc1,2,115,111,1,108,3,102,99
Cc1ccc(SC(C)C(=O)NCC(C)C)cc1 (stereo unspecified),-2,111,103,-1,102,-2,99,99
COCCn1c(N)c(C(=O)OCc2ccccc2)c2nc3ccccc3nc21,21,101,98,2,102,1,103,108
CCCCN(C(=O)CN1CC(C)OC(C)C1)c1c(N)n(CC(C)C)c(=O)[nH]c1=O (stereo unspecified),2,30,109,-3,112,7,102,95
O=C(NCCN1C(=O)S/C(=C\c2cccnc2)C1=O)c1cccc(OC(F)F)c1,4,94,101,-2,99,-16,107,83
CN1CCN(C(=O)c2ccc3c(=O)n(Cc4ccco4)c(=S)[nH]c3c2)CC1,18,100,97,-5,91,-17,97,nt
CC1CCCCC12NC(=O)N(CC(=O)c1ccc3c(c1)OCO3)C2=O (stereo unspecified),7,108,95,-8,98,0,98,107
COCc1c(C(=O)N2CCN(CCOc3ccccc3)CC2)oc2ccccc12,1,102,113,11,105,7,108,106
CCC1CCCCN1CCCNC(=O)Cn1c(=O)c2cccn2c2cccnc21 (stereo unspecified),8,100,103,6,98,-2,105,100
Cc1ccc(Nc2ccc(S(=O)(=O)N3CCOCC3)cc2[N+](=O)[O-])c(C)c1,3,98,96,-7,101,3,101,99
CCSc1ncc(Cl)c(C(=O)Nc2sc3c(c2C(=O)NCc2cccnc2)CCCC3)n1,1,94,99,2,94,7,89,96
COc1ccc(C(=O)NCc2ccc(N3CCN(C(=O)OC(C)(C)C)CC3)cc2)cc1,2,103,97,3,102,-13,100,101
O=C(COC(=O)c1ccc(O)cc1)NCCc1c[nH]c2ccccc12,32,93,99,3,94,-11,94,95
COc1ccc(/C=C(/NC(=O)c2cccs2)C(=O)NCc2ccco2)cc1OC,2,99,105,-4,98,-1,96,91

# Copied from above (13 entries):
SMILES,AHR activator,AGP1 TOR yeast,MEP2 TOR yeast,proCasp3 act,CIT2-GFP yeast,proCasp7 act,RPL19A TOR yeast,LAP4-GFP MLPCN
COc1ccc(C(CNC(=O)CCNS(=O)(=O)c2ccc(C)cc2)N2CCOCC2)cc1 (stereo unspecified),-3,108,101,-2,102,2,100,101
O=C(Nc1nnc(-c2ccc3c(c2)OCCO3)o1)C1CCCCC1,7,102,100,5,98,2,97,102
O=C(Nc1ccccc1N1CCOCC1)c1ccccc1NS(=O)(=O)c1ccc(F)cc1,2,115,111,1,108,3,102,99
Cc1ccc(SC(C)C(=O)NCC(C)C)cc1 (stereo unspecified),-2,111,103,-1,102,-2,99,99
COCCn1c(N)c(C(=O)OCc2ccccc2)c2nc3ccccc3nc21,21,101,98,2,102,1,103,108
CCCCN(C(=O)CN1CC(C)OC(C)C1)c1c(N)n(CC(C)C)c(=O)[nH]c1=O (stereo unspecified),2,30,109,-3,112,7,102,95
O=C(NCCN1C(=O)S/C(=C\c2cccnc2)C1=O)c1cccc(OC(F)F)c1,4,94,101,-2,99,-16,107,83
CN1CCN(C(=O)c2ccc3c(=O)n(Cc4ccco4)c(=S)[nH]c3c2)CC1,18,100,97,-5,91,-17,97,nt
CC1CCCCC12NC(=O)N(CC(=O)c1ccc3c(c1)OCO3)C2=O (stereo unspecified),7,108,95,-8,98,0,98,107
COCc1c(C(=O)N2CCN(CCOc3ccccc3)CC2)oc2ccccc12,1,102,113,11,105,7,108,106
CCC1CCCCN1CCCNC(=O)Cn1c(=O)c2cccn2c2cccnc21 (stereo unspecified),8,100,103,6,98,-2,105,100
Cc1ccc(Nc2ccc(S(=O)(=O)N3CCOCC3)cc2[N+](=O)[O-])c(C)c1,3,98,96,-7,101,3,101,99
CCSc1ncc(Cl)c(C(=O)Nc2sc3c(c2C(=O)NCc2cccnc2)CCCC3)n1,1,94,99,2,94,7,89,96

# (listing goes on)
SMILES,AHR activator,AGP1 TOR yeast,MEP2 TOR yeast,proCasp3 act,CIT2-GFP yeast,proCasp7 act,RPL19A TOR yeast,LAP4-GFP MLPCN
CC(C)/C=C/C(=O)N1CCCC(N2CCN(c3ccccc3F)CC2)C1 (stereo unspecified),-1,102,115,-1,107,9,103,96
COc1ccc(NC(=O)c2cc3nc(-c4ccccc4)cc(C)n3n2)cc1OC,22,84,99,-5,99,-8,105,96
Cc1oc(-c2ccc(Cl)cc2)nc1CS(=O)CC(=O)NCCN1CCCCCC1 (stereo unspecified),4,97,92,-2,95,5,96,89
CCOC(=O)c1c(C(C)(C)C)oc2ccc(O)cc12,0,95,94,3,98,-11,99,90
Cc1ccnc(Sc2ncccc2[N+](=O)[O-])n1,1,96,95,-3,93,1,96,90
O=C(CSCCS(=O)(=O)c1ccc(Cl)cc1)Nc1ccccc1,-4,101,103,-2,91,1,94,111
CC(/C=C/c1ccc(C)o1)=C\C(=O)O,0,107,106,-10,108,-18,107,111
CC(=O)c1c(N2CCN(CCO)CC2)nc(=S)n(-c2ccccc2)c1C,2,86,112,-1,89,3,103,101
O=C(N/N=C/c1ccc2c(c1)OCO2)c1cccs1,97*,98,105,1,106,-21,104,91
CC(C)(C)OC(=O)N[C@H](C(=O)OC(C)(C)C)c1ccc(C(F)(F)F)cc1,-3,98,98,-3,92,-2,98,103
CCN(c1cccc(C)c1)S(=O)(=O)c1ccc(-c2cc(C)no2)s1,1,109,110,5,103,-4,111,108
O=S(=O)(Nc1ccccc1)c1ccc(Oc2ncc(C(F)(F)F)cc2Cl)cc1,4,108,110,-9,111,-7,107,100
CCNC(=O)n1nccc1C(C)Oc1cccc(C(F)(F)F)c1 (stereo unspecified),1,99,104,-1,111,5,103,84
NC(=O)N/N=C/c1cn(-c2ccccc2)nc1-c1cccnc1,39,108,104,-6,96,-6,104,108
COc1ccc(C(=O)N2CCOC2CNC(=O)C(=O)NCCc2ccc(OC)c(OC)c2)cc1 (stereo unspecified),-1,100,102,7,94,1,94,101
CC1=NN(c2ccc(Cl)cc2)C(=O)C1,20,110,106,12,95,-4,97,130
c1ccc(CCc2nc(-c3ccccn3)no2)cc1,-1,97,96,5,99,-7,97,103
Cc1cccc(/C(N)=N/OC(=O)c2cccc3ccccc23)c1,73*,40,102,1,nt,-6,81,45
COc1cc(C(=O)Oc2cccc(/C=N/NC(=O)c3cccnc3)c2)cc(OC)c1OC,7,86,103,-2,90,5,92,86
Cc1cc(C)cc(NC(=O)Cn2nnc(C(=O)NCc3cccs3)c2N)c1,4,101,110,9,108,7,100,89
CCCCn1c(CN2C(=O)c3ccccc3C2=O)nc2ccccc2c1=O,-1,107,100,12,101,-4,100,99
COC(=O)c1ccc(N2CCOCC2)c(NC(=O)c2cccnc2)c1,1,84[may fluoresce red],88[may fluoresce red],7,89[may fluoresce red],2,?,85[may fluoresce red]
CCCCN1/C(=C/c2cccc[n+]2C)Sc2cc(NC(C)=O)ccc21,1,91,105,-9,98,-20,103,90
Cc1ccc(NS(=O)(=O)c2ccc(C(=O)NCc3ccccn3)cc2)cc1,1,99,101,6,113,-12,97,96
COC(=O)COc1ccc(S(=O)(=O)NCc2ccccn2)cc1,0,101,107,7,105,8,106,96
COCc1nnc(NC(=O)c2ccccc2[N+](=O)[O-])s1,4,106,112,0,113,-18,109,109
O=C(Nc1ccccc1)NC1CCCc2ccccc21 (stereo unspecified),6,92,96,5,99,-4,101,90
CN(C)CCCN(C(=O)c1ccc(S(=O)(=O)N2CCc3ccccc3C2)cc1)c1nc2c(F)cc(F)cc2s1,4,100,97,9,93,6,95,101
COc1ccc(C(=O)NNC(=O)c2cccc(F)c2)cc1,-1,98,93,0,93,-3,93,99
CCOC(=O)[C@@H]1[C@H]2COc3cc(OC)ccc3[C@@H]2N2C(=O)N(c3ccccc3)C(=O)[C@@]12C,1,98,96,-2,90,12,93,96
CCOC1=CC(=O)N(Cc2ccccc2)C1,0,122,107,-1,105,7,106,113
CC(Oc1ccccc1)c1ccnn1S(C)(=O)=O (stereo unspecified),-2,100,99,-2,nt,13,97,89

# Source: PubChem (several laboratories)
